PV pol inh: inhibitors of poliovirus RNA polymerase binding and polymerization | P03300 | poliovirus polymerase elongation, fluorescence polarization; stronger effect = lower value | % elongation, % (compound at 16.7 µg/mL) | 0.66% of 150,000 active | AID 588519; in the data active = % elongation below about 90%; note: some results filed as inactive read as strong as hits
Target sequence (P03300 1749-2209 limits assumed): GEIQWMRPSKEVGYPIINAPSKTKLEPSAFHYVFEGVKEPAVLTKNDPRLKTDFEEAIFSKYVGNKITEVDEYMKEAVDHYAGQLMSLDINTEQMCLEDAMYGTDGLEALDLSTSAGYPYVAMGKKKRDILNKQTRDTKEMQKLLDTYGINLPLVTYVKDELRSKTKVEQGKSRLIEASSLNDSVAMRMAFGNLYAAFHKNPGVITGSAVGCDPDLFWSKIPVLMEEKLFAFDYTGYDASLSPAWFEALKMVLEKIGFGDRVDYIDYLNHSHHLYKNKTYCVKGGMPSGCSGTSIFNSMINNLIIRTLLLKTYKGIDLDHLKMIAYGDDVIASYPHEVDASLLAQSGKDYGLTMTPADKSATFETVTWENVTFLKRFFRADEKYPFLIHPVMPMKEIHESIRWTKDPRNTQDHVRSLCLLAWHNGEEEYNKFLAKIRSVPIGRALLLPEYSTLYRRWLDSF
PV pol inh FP z-score: second read-out of PV pol inh, no call of its own (marks repeat the call); z-score; measured here: FP z-score; hits read low
* hit, by the source's call.

SMILES	PV pol inh	PV pol inh FP z-score
Cc1ccc2c(Sc3ccc(Cl)cc3)c(C(=O)NC(C)c3ccc4c(c3)OCCO4)[nH]c2c1 (stereo unspecified)	105	0.6
O=C(CSc1nc2ccccc2c(=O)n1Cc1ccco1)Nc1ccccc1	101	0
COc1ccc(-c2[nH]ncc2C(=O)NCc2ccccc2)cc1	100	-0.6
CC(C)(C)c1ccc2c(c1)CN(Cc1ccccc1)CO2	99	-0.2
Cc1c(Sc2nc3ccccc3[nH]2)c(=O)[nH]c2cc3c(cc12)OCO3	100	-0.2
COC(=O)c1cc(/C=C/C(=O)N(C(=O)NC2CCCCC2)C2CCCCC2)cn1C	104	0.2
O=C(CN1C(=O)c2ccccc2C1=O)Nc1ccc2c(c1)OCO2	98	-0.9
O=C(Nc1ccccc1)c1ccc(N2C(=O)C3C4C=CC(C4)C3C2=O)cc1 (stereo unspecified)	104	0.6
O=C(COC(=O)c1cc(C(F)(F)F)cc(C(F)(F)F)c1)NCC1CCCO1 (stereo unspecified)	102	0.2
O=C(c1ccc(Cl)cc1)n1nc(-c2ccccc2)nc1NCc1ccco1	105	0
COc1ccc(CNC(=O)C2CCN(S(=O)(=O)c3cccc(-c4noc(C)n4)c3)CC2)cc1	105	-0.1
Cc1ccc(N/N=C/c2c(O)n(-c3ccccc3)c(=O)[nH]c2=O)cc1	100	-0.3
Cc1ccc(S(=O)(=O)c2cn(CC(=O)Nc3ccc(F)cc3)c3cc4c(cc3c2=O)OCO4)cc1	106	-0.3
CCOC(=O)N1CCN(C(=O)/C=C/c2c(C)nn(-c3ccc(F)cc3)c2Cl)CC1	105	0.2
COC(=O)c1sc(=S)n(-c2cccc(C)c2)c1N	95	-2.7
Clc1cccc(/C=N/n2c(-c3cccs3)csc2=NCCN2CCOCC2)c1	105	0.2
O=C(C1=C(O)C(=O)N(CCc2ccccc2)C1c1ccccc1)c1cccs1 (stereo unspecified)	100	-0.3
COc1ccc(CN2C(=O)c3[nH]nc(-c4ccccc4O)c3C2c2ccc(O)cc2)cc1 (stereo unspecified)	102	0
CCc1ccccc1N(CC(=O)NC)S(C)(=O)=O	101	0.1
CCCC(=O)Oc1ccc2c(C)cc(=O)oc2c1	109	0.4
CCOC(=O)c1cnn(C(=O)COc2ccc(C(C)(C)C)cc2C(C)(C)C)c1N	112	1.5
CC1(C)C(=O)Nc2ccccc2N1C(=O)COC(=O)c1ccc(S(=O)(=O)N2CCCC2)cc1	102	-0.2
Cn1ncc(C(N)=O)c1N	99	-0.6
COC(=O)C12CC3(C)CC(C)(CC(C)(C3)C1)C2	105	0.3
O=C(Nc1ccc2c(c1)OCCO2)c1csc2c1CCCC2	103	0.6
CCOC(=O)/C=C1\SCC(=O)N1CC(=O)N1CCN(S(=O)(=O)c2ccc3ccccc3c2)CC1	98	0
O=C(NCc1ccccc1Cl)C1CCC(=O)N1Cc1ccc(F)cc1 (stereo unspecified)	102	-0.1
Cc1cccc(NC(=O)c2cn(-c3ccccc3)nc2-c2cccnc2)c1	101	0.2
COc1ccc(C(=O)Nc2ccc(S(=O)(=O)Nc3nccnc3OC)cc2)cc1	102	0.2
CCN(CC)N=Nc1ccc(NC(C)=O)cc1	106	1
Cc1ccccc1-c1nnn(Cc2ccc(-c3nn[nH]n3)cc2)n1	99	-1.1
COc1cc(C2N(C)c3ccccc3-c3nc4ccccc4n32)cc(OC)c1OC (stereo unspecified)	104	0.5
COc1ccccc1Cc1nc2ccccc2nc1SCC(=O)NCc1ccccc1Cl	114	1.8
Clc1ccccc1C1=NC2=S(O1)OC(c1ccccc1Cl)=N2	96	-0.6
Cc1cc(-c2nc3ncccc3o2)ccc1NC(=O)c1ccc(Cl)cc1	104	0
CCc1cc2c3c(c1)/C(=C1/SC(N)=NC1=O)C(=O)N3C(C)(C)C=C2C	100	-0.4
COC(=O)/C(=C(/O)c1ccccc1)c1nc2ccccc2[nH]1	105	0.3
Cc1cc(C)nc(N2CCC(NC(=O)OC(C)(C)C)CC2)n1	101	-0.4
COc1cc(CN2CCN(c3cccc(Cl)c3)CC2)ccc1O	100	0.1
COc1ccc2c(c1)c(CC(=O)Nc1ccc(C(C)=O)cc1)c(C)n2C(=O)c1ccc(Cl)cc1	106	0.2

4 entries from above, reformatted.
canonical_smiles | PV pol inh | PV pol inh FP z-score
COc1ccccc1Cc1nc2ccccc2nc1SCC(=O)NCc1ccccc1Cl | 114 | 1.8
Cc1ccccc1-c1nnn(Cc2ccc(-c3nn[nH]n3)cc2)n1 | 99 | -1.1
CCc1cc2c3c(c1)/C(=C1/SC(N)=NC1=O)C(=O)N3C(C)(C)C=C2C | 100 | -0.4
COc1ccc2c(c1)c(CC(=O)Nc1ccc(C(C)=O)cc1)c(C)n2C(=O)c1ccc(Cl)cc1 | 106 | 0.2

Next structures follow:
SMILES	PV pol inh	PV pol inh FP z-score
COC(=O)c1ccc(NC2CCCCC2)c(N)c1	100	-0.3
Cc1ccc(NC(=O)Cn2nnc(C(=O)NCCc3ccccc3)c2N)cc1	107	0.4
C/C(=N\O)C(=O)NCC1CCNCC1	101	0.4
Cc1cc(C)n(C(=O)CCC(=O)NCc2ccccc2)n1	112	0.9
Nn1c(SCc2csc(-c3ccccc3)n2)nnc1-c1cccs1	98	-0.9
O=C(O)CCC(=O)c1ccccc1	75*	-11*
CCC(Sc1nc2cc(OC)c(OC)cc2c(=O)n1Cc1ccco1)C(=O)Nc1cccc(OC)c1 (stereo unspecified)	102	0.6
O=c1c2cc3sccc3n2cc(-c2ccccc2)n1-n1cccc1	104	0.5
Cc1ccc(/C=C/S(=O)(=O)N2CCC(C(=O)O)CC2)cc1	97	-1.1
Cn1cnc(S(=O)(=O)N2CCCC(C(=O)NCc3ccccc3Cl)C2)c1 (stereo unspecified)	111	1.2
CC(=O)c1cccc(NS(=O)(=O)c2ccc3c(c2)NC(=O)CC(=O)N3)c1	103	-0.5
Cn1c(-c2ccc(Br)cc2)n[nH]c1=S	99	-0.6
Cc1cc2nc3c(c(C(F)(F)F)n2n1)CCCC3	103	-0.1
CCN(CC(=O)Nc1cccc(OC)c1)Cc1cc(=O)oc2cc(NC(C)=O)ccc12	98	-0.8
COc1ccc2oc(=O)cc(CN3CCCCC3)c2c1	101	-0.7
CCOc1ccc(-n2c(SCC(=O)NCC3CCCO3)nc3c([nH]c4ccccc43)c2=O)cc1 (stereo unspecified)	104	-0.7
O=C(NCCc1ccccc1)c1ccc2c(c1)CCN2S(=O)(=O)c1ccc(Cl)cc1	101	-1.4
Cc1cc(C)n2nc(CNS(=O)(=O)c3cccc4nsnc34)nc2n1	106	1.6
Nn1c(NNC(=O)c2ccccc2)nnc(-c2cccs2)c1=O	92	-1.8
CN1C2CCC1CC(NC1CCCCC1)C2 (stereo unspecified)	80*	-2.7*

Single values from the entries so far:
`O=C(NCCc1ccccc1)c1ccc2c(c1)CCN2S(=O)(=O)c1ccc(Cl)cc1` in PV pol inh reads 101
`CCN(CC(=O)Nc1cccc(OC)c1)Cc1cc(=O)oc2cc(NC(C)=O)ccc12` in PV pol inh FP z-score reads -0.8
`CCOc1ccc(-n2c(SCC(=O)NCC3CCCO3)nc3c([nH]c4ccccc43)c2=O)cc1` (stereo unspecified) in PV pol inh reads 104
`Cn1c(-c2ccc(Br)cc2)n[nH]c1=S` in PV pol inh FP z-score reads -0.6
`CN1C2CCC1CC(NC1CCCCC1)C2` (stereo unspecified) in PV pol inh reads 80*
`COc1ccc2oc(=O)cc(CN3CCCCC3)c2c1` in PV pol inh FP z-score reads -0.7

Next results.
SMILES	PV pol inh	PV pol inh FP z-score
CC(C)OC(=O)Cc1csc(-c2ccc(Oc3ccc(C(F)(F)F)cn3)cc2)n1	107	0.8
Cc1ccc2nc(C)c3cc(C)oc3c2c1	101	0.1
Cc1ccc(Cl)cc1N1CCN(C(=O)C2CCN(Cc3nc(-c4ccc(Cl)cc4)oc3C)CC2)CC1	104	-0.2
COc1cc(OC)cc(C(=O)N2CCN(C(=O)COc3ccc(C)cc3)CC2)c1	108	1
O=C(CN1C(=O)COc2ccc(Cl)cc21)N1CCc2ccccc21	101	0.4
CCN(C(=O)c1cnccc1C(F)(F)F)c1c(C)cccc1C	100	-0.6
Cc1ccc(-n2cc(C(=O)OCc3ccc(F)c(F)c3)c3ccccc3c2=O)cc1	110	0.5
O=C(Nc1ccc(OC(F)(F)F)cc1)Oc1ccccc1N1CCOCC1	97	-0.7
COc1ccc(CCC(=O)Nc2ccc3nc4n(c(=O)c3c2)CCCC4)cc1	100	-0.7
Cc1ccc(C2=CC(c3ccccc3)SC(N)=N2)cc1 (stereo unspecified)	102	-0.1
CCOP1(=S)Oc2cc(Cl)ccc2C(C(F)(F)F)(C(F)(F)F)O1 (stereo unspecified)	98	-1.1
CC1=[N+]([O-])C(C)(C)CC(C)c2ccccc21 (stereo unspecified)	103	0.3
CSc1ccc(CCNC(=O)c2ccc(-c3nc(COc4ccccc4)c(C)o3)cc2)cc1	108	0.1
CCOC(=O)NC(=O)c1cn(Cc2cccs2)c(=O)n(C)c1=O	104	0.1
CC(C)(C)c1cc(C(=O)OCCN2CCCCC2)cc(C(C)(C)C)c1	101	0.1
O=C(NCc1cccnc1)c1cc(-c2ccccn2)nc2ccccc12	104	0.9
O=C(NCc1cccs1)C1CCN(C(=O)N2CCOc3ccc(Cl)cc32)CC1	110	0.6
O=C(NCc1ccccc1)N1c2ccccc2Sc2ccccc21	102	0
CC(C)(C)C(=O)N1CCCC1C(=O)Nc1ccccc1 (stereo unspecified)	103	0.1
CC1(C)CC(=O)C2=C(C1)OC1=C(C2)C(=O)CC(C)(C)C1	101	-0.1
COC(=O)C1C(=O)CC(=O)CC1c1ccco1 (stereo unspecified)	100	0.1
Cc1ccc(-c2nc3ccc(S(N)(=O)=O)cc3[nH]2)s1	115	1
Cc1noc(C2CCCNC2)n1 (stereo unspecified)	102	0.2
CC(=O)Nc1cccc(-c2nnc(SCc3cccc(Cl)c3)n2C)c1	100	-0.1
COc1ccc(OC)c(-c2csc(=Nc3cccnc3)n2Cc2ccco2)c1	101	0
O=C(Nc1cc(F)ccc1F)N1CCC(CN2CCOCC2)CC1	116	1
Cc1cccc(-n2ncc(C(=O)N3CCN(C(=O)c4ccco4)CC3)c2C2CCN(C(=O)OC(C)(C)C)CC2)c1	107	0.2
COC(=O)c1ccc(NC(=O)CC2C(=O)N(c3cccc(OC)c3)C(=O)N2C(C)C)cc1 (stereo unspecified)	109	0.3
Cc1ccc(-c2c(CN3CCN(c4cc(Cl)ccc4C)CC3)csc2C)cc1	103	-0.8
Cc1cc(Nc2ccccc2)n(CCC#N)n1	101	-0.1
CN(CCc1ccccn1)C(=O)c1cccc(OC(F)F)c1	108	0.9
CCCN(c1ccc(C(C)C)cc1)S(=O)(=O)c1ccc2c(c1)n(C)c(=O)c(=O)n2C	101	-0.6
Cc1ccc2nc(Nc3ccc(Cl)cc3)c(/C=N/O)c(=O)n2c1	107	0.5
CCN(CC)S(=O)(=O)c1ccc2nc(NC(=O)c3cncc(Br)c3)sc2c1	113	1.3
COC(=O)c1cnn2c(=O)c3c(n(C)c12)CCN(Cc1ccccc1)C3	97	-1.1
Cc1cc(Cl)ccc1OCCCC(=O)NN1CCOCC1	102	0.9
Cc1cc(C)c2sc(N3CCCC3)nc2c1	102	0.3
Cc1cccc(C)c1Nc1c(-c2ccsc2)nc2sccn12	101	0
Cc1ccc(NC(=O)CSc2nnc(COc3ccc(Cl)cc3)o2)cc1	105	-0.3
CN1C[C@H](CO)C=C2c3cccc4[nH]cc(c34)C[C@H]21	98	-0.1
CCOc1cc(C2C(C(=O)OC)=C(C)NC3=C2C(=O)c2ccccc23)cc(Cl)c1O (stereo unspecified)	107	-0.6
Cc1cc2ccccc2n2c(SCC(=O)Nc3cccc(C(F)(F)F)c3)nnc12	102	-0.9
O=C(Nc1cc(Cl)cc(Cl)c1)c1cc(S(=O)(=O)N2CCc3ccccc3C2)ccc1F	112	0.8
c1ccc(CSC23CC4CC(CC(C4)C2)C3)cc1	104	0.1
Nc1c(N(C(=O)C2CCCO2)C2CCCC2)c(=O)[nH]c(=O)n1Cc1ccccc1 (stereo unspecified)	103	0
O=C(CC1SCCNC1=O)Nc1ccc(Cl)c(Cl)c1 (stereo unspecified)	111	1
Cc1cc(-c2nnc(SCC(=O)c3cc4ccccc4oc3=O)o2)no1	101	-0.4
Cc1nn2c(=O)cc(COC(=O)c3cccc(NC(=O)COc4ccc(C)c(C)c4)c3)nc2s1	108	0.4
CC1CN(C(=O)Nc2ccc3snnc3c2)c2ccccc21 (stereo unspecified)	101	-0.9
Cc1ccc(Cn2cc3c(n2)-c2c(oc(C(=O)NCCCN4CCN(c5ccc(F)cc5)CC4)c2C)CC3)cc1	101	-0.4

Single records, as listed above.
Shown for `Nc1c(N(C(=O)C2CCCO2)C2CCCC2)c(=O)[nH]c(=O)n1Cc1ccccc1` (stereo unspecified) : PV pol inh = 103; PV pol inh FP z-score = 0
Shown for `CC1CN(C(=O)Nc2ccc3snnc3c2)c2ccccc21` (stereo unspecified) : PV pol inh = 101; PV pol inh FP z-score = -0.9
Shown for `Cc1ccc(Cn2cc3c(n2)-c2c(oc(C(=O)NCCCN4CCN(c5ccc(F)cc5)CC4)c2C)CC3)cc1` : PV pol inh = 101; PV pol inh FP z-score = -0.4

Continuation:
SMILES	PV pol inh	PV pol inh FP z-score
COc1ccc2oc(=O)cc(CN(C)c3c(C)cccc3C)c2c1	101	-0.3
Cc1ccc(S(=O)(=O)Nc2cccc3ccc(-n4nc(C)cc4C)nc23)cc1	99	-0.1
COc1cc(C2C(C(=O)Nc3ccc(C)cc3C)=C(C)Nc3nc(SCc4ccccc4)nn32)cc(OC)c1OC (stereo unspecified)	102	-1.1
CCOc1cc(C2C(C(=O)OC)=C(C)NC3=C2C(=O)c2ccccc23)c(Br)cc1O (stereo unspecified)	106	0.2
CCOC(=O)c1cc(-c2ccc(F)cc2)n(CCC(=O)NCc2ccc(C)cc2)c1C	110	1
CC(OC(=O)C1CCN(S(=O)(=O)c2ccc3c(c2)OCCO3)CC1)C(=O)Nc1ncc(Cl)cc1Cl (stereo unspecified)	102	0
CC(C)N1CSC(=S)N(Cc2ccccc2)C1	101	-0.4
CCn1c(-c2cccnc2)n[nH]c1=S	101	0.1
O=C1c2ccccc2C(O)(c2ccccc2)N1CCc1ccccc1 (stereo unspecified)	102	0.7
CC(C)CN(CC(C)C)C(=O)c1ccc2c(c1)NC(=O)/C(=C/c1ccccc1)S2	104	1.1
N/C(=N\c1nc2c(c(=O)[nH]1)CCC2)Nc1cccc(Cl)c1	104	1.2

Bioassay records as filed in PubChem.

These rows are one share of the data (hit frequency here may not be typical).
